M. tuberculosis HTS – M. tuberculosis growth inhibition, HTS (AID 449762). M. tuberculosis H37Rv growth inhibition, 7H9 media; higher % means a stronger effect. inhibition, % at 25 µM; hits with a dose series show IC50 in µM. 330,000 compounds, 0.59% hits; in the data active = a potency from the dose series; inconclusive = inhibition above about 70% without an active follow-up result;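 note: bacterial growth assessed after seven days of incubation; strong numbers were not always called active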
inhibitors of VEEV – inhibitors of VEEV TC-83 cytopathic effect, confirmation, Vero cells (AID 588727) | 350,000 compounds, 0.13% hits | Vero cells, VEEV TC-83 cytopathic effect inhibition; higher % means a stronger effect | inhibition, % at 20 µM; hits with a dose series show IC50 in µM; in the data active = a potency from the dose series; inconclusive = inhibition mostly from about 14% at the one dose, without a potency; inactive = the rest, 99 in 100 with inhibition below about 12%; note: strong numbers were not always called active
H1N1 NS1A inhibition – H1N1 influenza NS1A inhibitors, functional cell based assay (AID 504329) | inhibition, % at 12.5 µM, or IC50 in µM where a hit was titrated | NS1A functional cell-based assay, percent inhibition; higher % means a stronger effect | 340,000 compounds, 0.3% hits; in the data active = a potency from the dose series; inconclusive = inhibition above about 27% without an active follow-up result; note: strong numbers were not always called active
tuberculosis growth – growth inhibition of non-replicating M. tuberculosis (AID 488890); Mycobacterium tuberculosis non-replicating, growth inhibition; higher % means a stronger effect; inhibition, % at 25 µM, or IC50 in µM where a hit was titrated; 320,000 compounds, 0.39% hits; in the data active = a potency from the dose series; inconclusive = inhibition mostly from about 82% at the one dose, without a potency; inactive = the rest, 99 in 100 with inhibition below about 76%;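 note: plate controls were DMSO cells for no effect and high antibiotic wells for full effect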
Salmonella PhoP GFP – PhoP regulon inhibitors, Salmonella typhi PhoP promoter GFP reporter, confirmatory (AID 1850) | 310,000 compounds, 0.33% hits | Salmonella Typhi PhoP-promoter GFP reporter, fluorescence, 4 h; higher % means a stronger effect | inhibition, % at 50 µM, or IC50 in µM where a hit was titrated; in the data active = a potency from the dose series; inconclusive = inhibition mostly from about 25% at the one dose, without a potency; inactive = the rest, 99 in 100 with inhibition below about 19%;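 note: 0% = induced wells with vehicle and 100% = uninduced wells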
inhibitors of VEEV 10K pilot screen – recorded beside inhibitors of VEEV, whose call it bears; inhibition, %; measured here: 10K pilot screen inhibition
* hit, by the source's call; i = inactive; ? = inconclusive; · = no result given; & = joins results of further samples.

SMILES | M. tuberculosis HTS | inhibitors of VEEV | H1N1 NS1A inhibition | tuberculosis growth | Salmonella PhoP GFP | others
CCOC(=O)c1ccc(NC(=O)CN(C)S(=O)(=O)c2ccc(Br)s2)cc1 | ? | 1.1% | -11% | 72% | 4%
Cc1nc2ccc(CCO)cc2s1 | -3% | 4.3% | -2% | 4% | -7%
O=C(NCCN1CCOCC1)[C@H](Cc1ccccc1)N1C(=O)c2ccccc2C1=O | -6% | 0.9% | -2% | -12% | 20%
COc1ccc(CCNC(=O)c2c(O)c3ccccc3[nH]c2=O)cc1 | 3% | 0.7% | -30% | 46% | 2%
Cc1cc(NC(=O)CSCC(=O)N(C)Cc2ccc(F)cc2)no1 | -22% | 1.1% | -13% | 22% | -2%
COc1cccc(OC)c1C(=O)Nc1cccc2c1CCCC2 | 1% | i | -12% | 1% | -3%
Cc1ccc(C(=O)N/N=c2\sc3ccccc3n2C)cc1 | 11% | 1.6% | 13% | ? | 4%
COc1cc(C(=O)Nc2nnc(C)s2)c([N+](=O)[O-])cc1OC | -3% | 2.0% | -18% | 1% | 2%
O=C(CCn1cccn1)N1CCCC(N2CCN(c3cccc(Cl)c3)CC2)C1 (stereo not given) | 2% | i | -12% | 5% | -6%
O=C1CC(c2ccccc2)CC(O)=C1C=NCc1ccncc1 (stereo not given) | 2% | 2.0% | -4% | 8% | 2%
CCOc1ccc(S(=O)(=O)N2CCCCC2)cc1NC(=O)Cc1cccs1 | -2% | 1.0% | -14% | 2% | 2%
CCOC(=O)c1nn(-c2ccc(C)cc2)c(=O)cc1OCC(=O)Nc1cc(C)ccc1OC | 7% | 0.7% | -3% | -3% | 3%
COc1ccc(CN2C(=O)C3C4C=CC(C4)C3C2=O)cc1 (stereo not given) | 3% | 1.0% | -1% | 22% | -1%
O=C(NCCO)/C(=C\c1cccc([N+](=O)[O-])c1)NC(=O)c1ccco1 | 1% | i | 3% | -3% | -5%
Nc1ccc(C(=O)O)cc1 | 23%&53%&-8% | 0.6%&0.2% | 4%&4%&4% | 2%&-4%&-3% | -14%&-5%&-4%
Cc1cc(C)c(NC(=O)CSc2nccn2C)c(C)c1 | 5% | 1.1% | 14% | 6% | -6% | inhibitors of VEEV 10K pilot screen=0.1
CCCN(CCC)S(=O)(=O)c1ccc(NC(=O)Cc2cccs2)cc1 | 8% | i | 2% | 49% | -7%
O=C(c1ccc(F)cc1)c1ccc(N2CCCC2)cc1 | 64% | 1.1% | -25% | 49% | 2%
COC(=O)C1(C)NC(c2ccco2)C2C(=O)N(c3ccc(F)cc3)C(=O)C21 (stereo not given) | -8% | 0.7% | -4% | -15% | -9%
CCCCCCCCNC(=O)c1cnccn1 | 3% | 0.2% | -9% | ? | -2%
CCN(CC)/C(Sc1ccccc1)=C(\C(Cl)=C(Cl)Cl)[N+](=O)[O-] | 4% | 1.4% | 7% | 6% | 6%
CCc1ncc(C)nc1CC | -5% | i | -10% | -10% | 1%
COc1ccccc1N1CCN(S(=O)(=O)c2cccc3nsnc23)CC1 | -7% | i | 1% | 11% | -7%
COC(=O)N/N=C/c1ccc(OS(=O)(=O)c2ccc(C)cc2)c(OC)c1 | 3% | 4.5% | -1% | 6% | 2%
CN1C2CCC1C(COC(=O)c1ccccc1)C(O)C2 (stereo not given) | -8% | 0.8% | 0% | 2% | -2%
Cc1ccc(S(=O)(=O)/N=C2\C=C(Nc3ccc(O)cc3)C(=O)c3ccccc32)cc1 | 19% | i | 7.3µM* | ? | ·
COc1ccc(CC(=O)N/N=C(/C)c2ccco2)cc1 | 1% | 0.5% | 6% | -19% | -2%
COC(=O)c1ccc(CSc2nc3scc(-c4cccs4)c3c(=O)[nH]2)o1 | 5% | i | -9% | 16% | 4% | inhibitors of VEEV 10K pilot screen=1.1
CN1CCN(CC(=O)Nc2c(C(=O)C3CC3)oc3ccccc23)CC1 | -1% | i | -3% | -5% | 8%
Cc1ccc(S(=O)(=O)NCCC(=O)Nc2ccncc2)cc1C | -2% | 0.1% | 2% | -2% | 10%
COc1ccc(S(=O)(=O)N(CC(=O)O)c2ccc(C)cc2)cc1 | -7% | 0.3% | 6% | -12% | -5%
O=C1CC(N2CCC(c3nc4ccccc4o3)CC2)C(=O)N1c1cc(Cl)cc(Cl)c1 (stereo not given) | 4% | i | -7% | 47% | -3%
CN(c1ccc(OCC(=O)OCC(=O)Nc2ccccc2F)cc1)S(=O)(=O)c1cccs1 | -3% | i | 3% | 35% | -4%
O=C(O)C1CCN(S(=O)(=O)/C=C/c2ccccc2)CC1 | 3% | 0.3% | -5% | 6% | 1%
COc1ccc(C(C)=O)cc1CSc1nc2ccccc2c(=O)n1-c1cccc(C)c1 | -2% | 0.0% | -2% | 12% | -8%
COC(=O)c1ccc(-n2c(C)cc(-c3csc(NC(=O)c4ccc(S(=O)(=O)N(C)C)cc4)n3)c2C)cc1 | 40% | i | -1% | 15% | -5% | inhibitors of VEEV 10K pilot screen=5.2
COC(=O)c1c(C)[nH]c(C(=O)/C=C/c2ccccc2)c1C | 1% | 0.4% | -5% | -10% | 2%
CC(C(=O)NC1CCCC1)N(C(=O)Cn1nnc(-c2ccc(F)cc2)n1)c1ccccc1F (stereo not given) | 2% | 9.8% | -2% | 2% | -15%
Cc1cc(C)c(S(=O)(=O)c2cccc(C)c2C)c(=O)[nH]1 | -2% | 0.5% | 2% | -3% | -10%
CCS(=O)(=O)c1ccc2c(c1)N(S(C)(=O)=O)CC(C(=O)NCCOC)O2 (stereo not given) | 1% | 7.2% | 3% | -11% | -7%
O=C(NNC(=O)c1cc2cc3ccccc3nc2s1)c1cccc(Cl)c1 | -6% | 9.1% | -5% | -8% | 16%
Cc1ccc(C(=O)OCc2cn(-c3ccccc3)nn2)cc1 | 1% | 2.8% | · | 10% | 0%
Cc1ccc(C(=O)NC(N(C)C)C(Cl)(Cl)Cl)cc1 (stereo not given) | -1% | 0.1% | 6% | -4% | -5% | inhibitors of VEEV 10K pilot screen=0.1
CC(C)(C)OC(=O)CNC(=O)c1[nH]cnc1C(=O)Nc1ccc(Cl)cc1 | -1% | 5.4% | -4% | 41% | 9%
Cc1ccc(S(=O)(=O)NN2C(=O)c3ccccc3NC2c2ccccc2O)cc1 (stereo not given) | 2% | 0.2% | · | 39% | -7%
CCOCCCNC(=O)CN1C(=O)COc2ccc(S(=O)(=O)N3CCCCCC3)cc21 | -4% | i | 1% | 3% | -9%
CSC1=NCCN1C(=O)Cc1ccc(Cl)cc1 | -4% | 0.3% | -1% | 13% | -3%
CC(=O)Oc1c(-c2ccc(Br)o2)oc2ccccc2c1=O | ? | 2.1% | -7% | 2.9µM* | 10%
C(=N\Nc1nc2ccccc2[nH]1)/c1ccc2c(c1)OCCO2 | 12% | 9.4% | -3% | 72% | 2%
COCc1nnc(NC(C)=O)s1 | 1% | 2.0% | 5% | 7% | 7%
C[C@H](NC(=O)c1nc[nH]c1C(=O)NC1CCNCC1)C(=O)OC(C)(C)C | 1% | 0.1% | 7% | -2% | -6% | inhibitors of VEEV 10K pilot screen=1.0
O=C(O)c1ccc(/C=N/NC(=O)c2ccc(Br)cc2)cc1 | 1% | i | -7% | 12% | -9%
O=C(Nc1ccccc1F)c1ccncc1 | 0% | 3.4% | 18% | -14% | -5%
Cc1sc2nc(SCC(=O)NCCO)n(-c3ccccc3)c(=O)c2c1C | -3% | 1.4% | -16% | 10% | -9%
C=CCn1c(SCC(=O)c2cc(C)n(C(C)COC)c2C)nc2sc(C)c(C)c2c1=O (stereo not given) | -3% | 1.2% | 4% | 12% | -2%
Cn1nnnc1SCC(=O)Nc1ccccc1Br | -7% | 4.1% | -4% | 4% | -9%
CC(C)C1=NN2C(=N)CC(=O)N=C2S1 | -4% | 0.3% | -2% | -3% | 4%
COc1ccccc1CCNC(=O)CNC(=O)c1ccc2ccccc2c1 | 12% | 1.0% | 7% | 8% | 9%
O=C(c1ccco1)N1CCN(Cc2cc(=O)c(OCc3cccc(F)c3)co2)CC1 | -3% | 1.9% | -9% | 13% | 1%
O=C(NCC1CCCO1)c1ccc(Br)o1 (stereo not given) | -1% | 2.4% | -1% | 49% | 2%
New compounds follow.
SMILES | M. tuberculosis HTS | inhibitors of VEEV | H1N1 NS1A inhibition | tuberculosis growth | Salmonella PhoP GFP | others
Cc1ccc(C(=O)NCCC(=O)Nc2ccccc2C)cc1 | -10% | 0.0% | 0% | 17% | 2%
NS(=O)(=O)c1ccc(NC(=S)N2CCN(S(=O)(=O)c3ccc(F)cc3)CC2)cc1 | -14% | · | · | 21% | -5%
Cc1ccc([N+](=O)[O-])cc1/C=N/Nc1nnnn1-c1ccccc1 | -4% | 1.0% | 0% | 4% | -8%
Cc1ccccc1C(=O)Nc1ccc2c(c1)OCCO2 | -2% | 1.1% | -2% | -4% | 9%
COc1ccc2cc(CN(C(=O)Nc3ccccc3OC)C3CCCC3)c(=O)[nH]c2c1 | 3% | 6.2% | -22% | 23% | -2%
CCCCn1nnc(NC(=O)Cc2ccc(Cl)cc2)n1 | -5% | i | -11% | 15% | -6%
Cc1ccc(C2/C(=C(/O)c3cnn(-c4ccccc4)c3C)C(=O)C(=O)N2CCCN2CCOCC2)o1 (stereo not given) | 5% | · | · | 2% | -14%
Cn1c(CCNC(=O)c2ccccc2F)nnc1SCc1nc2ccccc2c(=O)[nH]1 | -2% | i | 1% | 0% | 11%
O=C1NCCCN1Cc1ccc(Cl)cc1 | 4% | 0.6% | -1% | -20% | 5%
COc1ccccc1CC(=O)Nc1cccc(C)n1 | -6% | i | 8% | 8% | 4%
CC(C)C(=O)Nc1ccc(NC(=O)CCc2ccccc2)cn1 | -6% | 0.9% | -5% | -7% | 1%
CCCCOc1ccc(S(N)(=O)=O)cc1 | -5% | 1.4% | -7% | -10% | -2%
CCOC(=O)c1cc(-c2csc(COc3ccccc3Cl)n2)on1 | ? | 1.6% | -22% | <0.1µM* | 0%
CCN(CC)S(=O)(=O)c1ccc(C(=O)Nc2ccc3c(c2)OCCO3)cc1 | -3% | 0.7% | 5% | 12% | -2%
CC1CN(c2ccccc2)CCN1Cc1nc(Cc2ccccc2)no1 (stereo not given) | 2% | 0.1% | 2% | -1% | -1%
O=C(O)CCN1C(=O)c2ccc(NC(=O)Cc3ccc(Cl)cc3)cc2C1=O | 2% | i | -6% | -6% | 4%
CC(CN(C)Cc1nc(Cc2cccc(C(F)(F)F)c2)no1)CN1CCCC1 (stereo not given) | -1% | 1.0% | -10% | 56% | 17%
CCN1CCc2c(sc(NC(=O)C3CCCCC3)c2C(=O)OC)C1 | 4% | 0.6% | 3% | 4% | 5%
Cc1cc(N)n2nc(-c3ccc(C(C)(C)C)cc3)cc2n1 | 58% | 8.0% | -1% | 43% | 11%

Assay outcomes from PubChem.
